# Pf growth 96h – P. falciparum growth inhibition at 96 hours; P. falciparum luciferase reporter growth, 96 h; Potency, µM (highest dose often 28.7 µM), for inactives: at the top dose activity change, negative = inhibition, hits mostly inhibitors; 6.9% of 320,000 active; AID 504834; further: potency means the concentration at half of the fitted maximal effect; on the % scale 0 is the no-effect control and ±100 the full control effect
#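 Infected RBCs, 2% Hct / 0.05% parasitemia final; luciferase-reporter P. falciparum; cpd 96 h, 37 C, 5% CO2; luciferase detection reagent; luminescence.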
# Pf growth 48h – P. falciparum growth inhibition at 48 hours (one generation) | P. falciparum luciferase growth in erythrocytes, 48 h | Potency, µM (top dose mostly 28.7 µM), for the others: at the top dose activity change, negative = inhibition, usual class: inhibitors | 5.9% of 310,000 active | AID 504832; further: potency means the concentration at half of the fitted maximal effect; on the % scale 0 is the no-effect control and ±100 the full control effect
#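 Here the parasites carry a stable luciferase gene and grow inside erythrocytes in Albumax-based RPMI medium with compound for one erythrocytic cycle. Activity is scored as loss of luminescent signal.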
# Cycloheximide cs – counter-screen hit for Shiga toxin inhibitors, cycloheximide; cell reporter, cycloheximide protein synthesis inhibition counterscreen; max response, %; AID 2314; 12% of 300,000 active; in the data active means max response mostly above about 13%, no sharp cut-off; inactive means mostly below about 14%; further: read at 38.3 µM for the half of the compounds with a filed dose; 0% is about no effect
# Giardia FBPA inh – Giardia lamblia aldolase inhibition; Potency, µM (doses to about 59.6 µM), for inactives: at the top dose activity, negative = inhibition, actives largely listed as inhibitors; purified Giardia FBPA; 0.71% of 290,000 active; AID 2451; A8B2U2; further: potency means the concentration at half of the fitted maximal effect; on the % scale 0 is the no-effect control and ±100 the full control effect; nearly all actives have a fitted effect of over 55% in size
# Target sequence (A8B2U2 whole entry, looked up): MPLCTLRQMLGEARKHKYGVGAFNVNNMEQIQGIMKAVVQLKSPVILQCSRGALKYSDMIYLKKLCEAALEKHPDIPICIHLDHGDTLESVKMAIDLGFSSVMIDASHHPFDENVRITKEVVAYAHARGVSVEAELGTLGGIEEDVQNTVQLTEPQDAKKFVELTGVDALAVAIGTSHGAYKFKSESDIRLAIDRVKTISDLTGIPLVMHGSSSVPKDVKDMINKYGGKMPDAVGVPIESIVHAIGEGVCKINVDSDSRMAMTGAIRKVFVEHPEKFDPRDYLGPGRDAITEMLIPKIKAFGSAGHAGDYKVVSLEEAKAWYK
#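 40 nM FBPA preincubated 10 min at RT with compound (up to 57.5 uM final), then substrate plus GAPDH/TPI/NAD/arsenate coupling and diaphorase/resazurin added. Fluorescence read after 20 min at RT, 525/598 nm.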
# HCV inh – HCV inhibition. 3.4% of 340,000 active. AID 651820. Potency, µM (titrated, usually from 41.8 µM), inactives show at the top dose activity change, negative = inhibition, usual class: inhibitors. Huh7.5.1 HCVcc-Cre infection, luciferase reporter, 44 h; further: potency means the concentration at half of the fitted maximal effect; on the % scale 0 is the no-effect control and ±100 the full control effect
#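 HCVcc-Cre virus at an moi near 0.5 was added right after compound to cells cultured 4 h from seeding (1,000 cells/well). Luciferase activity was determined 44 h later, 15 min after substrate addition at RT.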
# Shiga toxin inh – inhibitors of Shiga toxin in Vero cells; Vero cells, Shiga toxin protein synthesis inhibition reporter; inhibition, % at 38.7 µM; 9.2% of 290,000 active; in the data active means inhibition mostly above about 28%, no sharp cut-off; inactive means mostly below about 43%; further: 0% is about no effect
# * hit, by the source's call; ? = inconclusive; . = no result given; & = joins results of further samples; [ ] = remark or other dose. Unless noted, the call rests on the fitted dose curve; in most records, active means well fitted curve in the direction sought with a large enough effect; inconclusive means small, poorly fitted or top-dose-only effect, or another doubt; inactive means no such curve, though single readings can be large; an effect the other way counts as inactive or inconclusive.
SMILES,Pf growth 96h,Pf growth 48h,Cycloheximide cs,Giardia FBPA inh,HCV inh,Shiga toxin inh
Nc1ccc(NC(=O)c2ccccc2)c2c1C(=O)c1ccccc1C2=O,?,18%,1,4%,-11%,-4
CCOC(=O)N1CCN(C(=O)C2CCC(=O)N2C(C)C)CC1 (stereo unspecified),-5%,0%,13,4%,19%,1
COCCCNC(=O)CCC(=O)Nc1ccc2nc(N3CCOCC3)cc(C)c2c1,.,48%[activator],1,0%,-22%,-2
CC1(C)CC2CC(C)(CN2C(=O)CN2C(=O)c3ccccc3C2=O)C1 (stereo unspecified),.,8%,-4,-9%,16%,8
Cc1cccc(OCCSc2nc3c([nH]2)c(=N)ncn3Cc2ccccc2)c1,7%,-6%,-4,0%,?,-2
COc1cc(C)nc(N(Cc2ccccc2)S(=O)(=O)c2ccc(C)cc2)n1,?,?,-2,1%,?,2
CCOC(=O)CNC(=O)C1Cc2ccccc2CN1S(=O)(=O)c1cccs1 (stereo unspecified),1%,19%,-3,-4%,16%,16
O=C1c2ccccc2C(=O)N1Cc1nc2ccccc2c(=O)n1-c1ccc(Br)cn1,7.4µM*,29%,-4,-1%,16%,1
COCCOC(=O)C1=C(C)N=C2SCCC(=O)N2C1/C=C/c1ccccc1 (stereo unspecified),-26%,?,-7,1%,-28%,-14
COc1ccccc1CNC(=O)C1CCCN(S(=O)(=O)c2ccc3c(c2)C(C)(C)C(=O)N3C)C1 (stereo unspecified),32%[activator],?,-3,-2%,?,-10
COc1ccccc1C(=O)NCCC(=O)N1CCN(c2cccc(C(F)(F)F)c2)CC1,4%,?,.,.,9%,.
COc1ccc(NC(=O)CSCC(=O)Nc2nnc(CC(C)C)s2)cc1,-3%,1%,.,.,27%,.
Cc1cc(C)cc(C(=O)NC(CC(N)=O)c2ccc(N3CCN(c4ccccn4)CC3)c([N+](=O)[O-])c2)c1 (stereo unspecified),57%[activator],40%[activator],-3,-4%,3%,-10
Cc1ccc(-n2nnnc2SCC(=O)NC2CCS(=O)(=O)C2)c(C)c1 (stereo unspecified),10%,?,.,.,8%,.
CCc1nnc2n1N=C(c1ccccc1)CS2,9%,0%[0.00184 µM],-3,0%,8%,-4
C/C(=N\NC(=O)c1cc(-c2ccncc2)nc2ccccc12)c1ccc(OC(F)F)cc1,3.3µM*,-27%,-4,-1%,-12%,-5
CC(C)CN(C(=O)CCCOc1ccc(Cl)cc1Cl)c1c(N)n(Cc2ccccc2)c(=O)[nH]c1=O,?,12µM*,.,.,?,.
CCC(C)NS(=O)(=O)c1ccc(OCC(=O)N2CCCCC2)cc1 (stereo unspecified),?,.,-2,2%,9%,25
Oc1ccc(C2Nc3cccc4cccc(c34)N2)cc1,10µM*,?,-1,-28%,9%,-5
O=C(NCc1ccccc1)/C(=C/c1ccc([N+](=O)[O-])cc1)NC(=O)c1ccco1,-14%,13%,-2,-4%,-16%,-5

# Profiles from above:
# Entry for Oc1ccc(C2Nc3cccc4cccc(c34)N2)cc1 : Pf growth 96h = 10µM*; Pf growth 48h = ?; Cycloheximide cs = -1; Giardia FBPA inh = -28%; HCV inh = 9%; Shiga toxin inh = -5
# Entry for COc1ccc(NC(=O)CSCC(=O)Nc2nnc(CC(C)C)s2)cc1 : Pf growth 96h = -3%; Pf growth 48h = 1%; Cycloheximide cs = .; Giardia FBPA inh = .; HCV inh = 27%; Shiga toxin inh = .
# Entry for O=C1c2ccccc2C(=O)N1Cc1nc2ccccc2c(=O)n1-c1ccc(Br)cn1 : Pf growth 96h = 7.4µM*; Pf growth 48h = 29%; Cycloheximide cs = -4; Giardia FBPA inh = -1%; HCV inh = 16%; Shiga toxin inh = 1

# Continued:
SMILES,Pf growth 96h,Pf growth 48h,Cycloheximide cs,Giardia FBPA inh,HCV inh,Shiga toxin inh
COc1cccc(N(CC(=O)Nc2ccccc2C(=O)N2CCCC2)S(C)(=O)=O)c1,?,-13%,1,1%,-13%,-11
COc1cc(/C=C2\N=C(C)OC2=O)cc(Cl)c1OC(C)=O,45%[activator],36%[activator],-1,-1%,7%,-7
CC(=O)Nc1ccccc1/C=C/c1ccc2c(C)ccc(O)c2n1,-23%,19%,17*,12%,-6%,18
O=C(c1cccs1)N1CCc2ccccc2C1,22%,13%,-2,?,2%,1
COc1ccc2nc(-c3ccco3)c(-c3ccco3)nc2c1,17%,.,54*,?,?,56
CC(C)Oc1ccc(CNS(=O)(=O)c2csc(C(N)=O)c2)cc1,1%,6.6µM*,-1,6%,?,-4
NS(=O)(=O)c1ccc(Nc2ccccc2)c([N+](=O)[O-])c1,40%[activator],22%,-4,-2%,7%,-7
O=C(NCCNc1ccc([N+](=O)[O-])cc1Cl)c1ccccc1F,-46%,?,13,-5%,?,.
C=CCS(=O)(=O)N1CCCC(N(C)CCc2ccc(OC)c(OC)c2)C1 (stereo unspecified),5.2µM*,?,-1,-2%,5%,7
Cc1sc2ncn(CC(=O)Nc3c(F)cccc3F)c(=O)c2c1S(=O)(=O)N1CCC(C)CC1,3%,6%,-8,5%,7%,-1
CCOC(=O)C1(Cc2ccccc2C(F)(F)F)CCN(C2CCN(C(C)C)CC2)CC1,15µM*,6%,-4,-5%,3.2µM*,-9
O=C1c2c(O)cc(O)cc2O[C@@]12c1c(cc(O)c3c1O[C@H](c1ccc(O)cc1)[C@@H](O)C3)O[C@@H]2c1ccc(O)cc1,?,3%,-4,-12%,4%[8.37 µM],-14
Cc1cccc(/C(N)=N/OC(=O)N2CCOCC2)c1,2.6µM*,?,24*,-2%,?,101*
Nc1cc(OC(=O)c2ccc(F)cc2)nn1S(=O)(=O)c1ccccc1,-1%,2%,-5,-3%,12%,-8
CC(OC(=O)CN1C(=O)c2ccccc2C1=O)C(=O)NC1CCCCC1 (stereo unspecified),-14%,2%,-7,7%,13%,-5
COC(=O)c1ccc(CSc2nc3c(c(=O)n2-c2ccccc2)SCC3)o1,?,10µM*,7,-6%,?,10
Cc1nc(S(=O)(=O)Cc2ccccc2Cl)nc2c1CCC2,-8%,16%,8,4%,-6%,-6
O=C(CN1CCN(S(=O)(=O)c2cccc(F)c2)CC1)Nc1ccnn1C1CCCC1,?,?,.,.,?,.
Cc1ccc(C(CC(=O)N2CCOCC2)c2ccco2)cc1 (stereo unspecified),.,?,2,3%,?,0
CCCCN(CC)C(=O)Cn1c(=O)sc2ccccc21,.,-8%,-4,6%,17%,-20
O=C(NCCc1ccc(Cl)cc1)C1CCC(=O)N1Cc1ccccc1Cl (stereo unspecified),60%[activator],2%,-3,3%,14%,-12
Cn1c(SCC(=O)Nc2ccc(F)cc2)nnc1-c1cccnc1,-29%,6%,-1,-14%,-5%,-1
O=C(CCCOc1ccc(Cl)cc1)NC1CCCCC1,-11%,?,-2,9%,1%,.
Cc1ccc(Sc2nc([N+](=O)[O-])nn2C)cc1,?,-10%,-2,-6%,14%,-5
Cc1nc2ccc(NC(=O)Cn3cnc4c3c(=O)n(C)c(=O)n4C)cc2s1,-29%,-6%,-5,-4%,.,10
CN(C(=O)COc1cc(C(F)(F)F)nn1C)c1ccccc1,0%,8%,-2,2%,-12%,15
O=C(NC1CCCCC1)/C(=N\O)c1ccccn1,-18%,-12%,12,5%,16%,14
COc1ccc(NC(=O)Cc2nnc(SCC(=O)Nc3ccc(F)cc3)n2C)cc1,16%,2%,-3,5%,3%,2
O=C(CNC(=O)c1ccccc1)OCc1nc2ccccc2s1,120%[activator],155%[activator],42*,1%,5%,49*
Cc1cc(-c2ccc(S(=O)(=O)N3CCN(c4ccc(F)cc4)CC3)s2)on1,?,?,-1,.,33%[activator],-6
Cc1ccc(C)c(NC(=O)C2C3C=CC(O3)C2C(=O)O)c1 (stereo unspecified),?,-13%,-2,13%,16%,-6
Cc1noc(C)c1COc1ccc(C(=O)OCC(=O)N2CC(=O)Nc3ccccc32)cc1,?,4.7µM*,-2,2%,18%,-9
CC(C)(C)NC(=O)COc1ccc(S(=O)(=O)N2CCCC2)cc1,0%,-5%,1,9%,0%,.
Cc1ccccc1OCCC(=O)Nc1ccc(Cl)cc1F,23%,6%,12,0%,12%,-1
O=C(COC(=O)/C=C/c1cccc(C(F)(F)F)c1)NC(=O)NCc1ccccc1,14%,-25%,.,.,19%,.
CCn1c(C)nnc1SCC(=O)Nc1ccc(Cl)cc1,-16%,66%[activator],-4,3%,10%,-1
CC(Nn1cnnc1)c1cc(Cl)ccc1O (stereo unspecified),28%,0%,2,-7%,5%,-12
Cc1c(CCC(=O)N2CCC(C(=O)O)(c3ccccc3)CC2)c(=O)oc2cc3oc4c(c3cc12)CCCC4,?,6%,-4,6%,-9%,-4
CCC(=O)c1cccc2c1N=CC1=C(CC(C)(C)CC1=O)N2,.,-1%,-3,-2%,?,-5
Cc1cc2c(=O)n(C)c(SCC(=O)NC3CCCC3)nc2s1,13%,?,.,.,6%,.
CC(=O)c1ccc(NC(=O)CSCC(=O)Nc2ccc3ccccc3c2)cc1,.,7%,14,6%,7%,69
CN(CC(=O)Nc1cccc(F)c1)C(=O)COc1cccc2c1OC(C)(C)C2,?,?,1,.,0%,9
COc1cc(C(=S)N2CCCCC2)ccc1O,9%,.,-8,?,-1%,-9
Brc1ccc(-c2nnc3sc(CNCc4ccc5c(c4)OCO5)cn23)cc1,9%,14%,-3,4%,5%&4%,-6
Cc1ccnc(NC(=O)CCC(=O)N(CC(=O)NCc2ccc(F)cc2)Cc2ccccc2)c1,-3%,5%,-1,18%,-17%,-3
COc1ccc(OCc2cc(C(=O)NCC(C)(C)N3CCOCC3)no2)c(Cl)c1,0%,?,20,.,?,36*
CC(NC(=O)CCN1C(=O)c2ccccc2S1(=O)=O)c1ccccc1 (stereo unspecified),20%,-8%,.,.,13%,.
Cc1oc(-c2ccccc2Cl)nc1CSCC(=O)N1CCCC1,54%[activator],-19%,8,-4%,?,25
COc1ccc(/C=N/NC(=O)c2cccc(NC(=O)c3ccccc3Cl)c2)cc1,4%,-31%,50*,-4%,-16%,40
CCN(CC(=O)Nc1cccc(C(C)=O)c1)S(=O)(=O)c1ccccc1,9.3µM*,?,-2,0%,4%,3
COCCN1C(=O)/C(=C/c2ccc(Oc3ccc([N+](=O)[O-])cn3)c(OC)c2)SC1=Nc1ccccc1,1.5µM*,-16%,-2,-4%,?,6
COc1ccc(C(=O)/C=C/c2ccc(OC)cc2OC)c(O)c1,37%[activator],187%[activator],43*,-9%,?,72*
O=C(NNC(=S)Nc1ccccc1C(F)(F)F)c1cccnc1,-58%[5.75 µM],22%,10*,10%,10%,11
COc1ccc(N(C(=O)Cn2nnc(-c3ccc(F)cc3)n2)C(C)C(=O)NC2CCCC2)cc1OC (stereo unspecified),-16%,?,1,-1%,-9%,-8
COc1ccc(C2=NS(=O)(=O)N(C)C(C(=O)NC3CCCC3)=C2)cc1,21%,7%,-5,3%,-17%,2
COc1cccc2c1cc1c(=O)n(CC(=O)NCCCN3CCN(C)CC3)nc(C)n12,23%,-10%,15,.,-1%,-2
O=C(Nc1ccc(Cl)cc1)Nc1ccc(C(=O)N2CCOCC2)cc1,-9%,-19%,15,1%,-1%,32
Oc1ccc(/C=N/NC(=S)NCC2CCCO2)cc1 (stereo unspecified),21%,.,1,-10%,-21%,-6
Cc1nc(N2CCCCC2C)c2c(C)c(C(=O)Nc3ccccc3C(F)(F)F)sc2n1 (stereo unspecified),0%,?,2,-15%,-21%,-8

# 4 compounds from above, arranged by heavy-atom count, rising.
SMILES,Pf growth 96h,Pf growth 48h,Cycloheximide cs,Giardia FBPA inh,HCV inh,Shiga toxin inh
O=C(c1cccs1)N1CCc2ccccc2C1,22%,13%,-2,?,2%,1
Nc1ccc(NC(=O)c2ccccc2)c2c1C(=O)c1ccccc1C2=O,?,18%,1,4%,-11%,-4
O=C(CN1CCN(S(=O)(=O)c2cccc(F)c2)CC1)Nc1ccnn1C1CCCC1,?,?,.,.,?,.
Cc1ccnc(NC(=O)CCC(=O)N(CC(=O)NCc2ccc(F)cc2)Cc2ccccc2)c1,-3%,5%,-1,18%,-17%,-3

# Compound activity as filed in PubChem.
